Screening data deposited in PubChem BioAssay by National Center for Advancing Translational Sciences (NCATS).
rTrxR1 inhibitor: qHTS Assay for Inhibitors of Mammalian Selenoprotein Thioredoxin Reductase 1 (TrxR1): qHTS. Thioredoxin reductase 1, cytoplasmic (Rattus norvegicus), O89049. recombinant rTrxR1, NADPH fluorescence consumption, selenite substrate. Potency, µM (top dose mostly 114 µM), for the others: at the top dose activity change, negative = inhibition, usual class: inhibitors. hit rate 1% among 390,000. AID 588453, 2011; note: potency is the fitted concentration of half-maximal effect; % is set by controls: 0 for no effect and ±100 for the full control effect; nearly all actives have a fitted effect of over 65% in size
Target sequence (O89049 whole entry, looked up): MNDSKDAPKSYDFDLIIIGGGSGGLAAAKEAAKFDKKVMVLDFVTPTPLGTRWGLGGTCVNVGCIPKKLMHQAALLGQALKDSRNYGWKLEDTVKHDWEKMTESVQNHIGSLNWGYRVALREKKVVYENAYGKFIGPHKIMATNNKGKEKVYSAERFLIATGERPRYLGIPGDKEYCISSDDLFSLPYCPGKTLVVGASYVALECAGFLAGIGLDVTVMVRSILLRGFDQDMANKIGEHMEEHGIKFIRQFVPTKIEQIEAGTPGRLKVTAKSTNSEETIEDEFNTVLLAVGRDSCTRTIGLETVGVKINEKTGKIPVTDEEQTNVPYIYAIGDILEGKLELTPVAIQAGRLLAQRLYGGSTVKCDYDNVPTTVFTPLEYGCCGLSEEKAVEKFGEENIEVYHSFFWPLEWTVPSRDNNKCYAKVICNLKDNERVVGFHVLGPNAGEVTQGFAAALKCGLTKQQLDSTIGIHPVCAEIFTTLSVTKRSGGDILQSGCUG
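Rat TrxR1 (90 nM in the dispensed reagent) was pre-reduced with 400 uM NADPH for 5 min at room temperature, then incubated with compound for 15 min. After 400 uM selenite was added, NADPH fluorescence (Ex 340/Em 450 nm) was followed for 8 min.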
D2 antagonist: HTS Assay for Allosteric Antagonists of the Human D2 Dopamine Receptor: Primary Screen for Antagonists | HEK293 TREx D2 cells, calcium flux, dopamine EC80 | AID 485344, 2010 | inhibition, % at 10 µM | hit rate 2% among 340,000; in the data active = inhibition above about 30%; note: 0% is about no effect
Target sequence (P14416 whole entry, looked up): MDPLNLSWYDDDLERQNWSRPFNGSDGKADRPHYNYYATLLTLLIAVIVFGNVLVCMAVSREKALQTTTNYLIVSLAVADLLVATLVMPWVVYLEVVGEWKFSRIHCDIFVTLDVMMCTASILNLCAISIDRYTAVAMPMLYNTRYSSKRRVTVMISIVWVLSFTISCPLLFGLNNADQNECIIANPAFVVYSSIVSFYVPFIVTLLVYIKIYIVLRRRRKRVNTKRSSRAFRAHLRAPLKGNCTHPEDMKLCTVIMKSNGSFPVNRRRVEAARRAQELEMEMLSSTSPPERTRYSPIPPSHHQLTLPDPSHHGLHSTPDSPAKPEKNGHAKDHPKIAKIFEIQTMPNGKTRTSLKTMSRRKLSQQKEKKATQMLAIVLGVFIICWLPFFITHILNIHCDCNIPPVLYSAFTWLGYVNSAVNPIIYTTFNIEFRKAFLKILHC
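In this primary screen, negative modulation is detected by tracking calcium flux after an EC80 dopamine challenge in inducible HEK293 T-REx D2 cells preexposed to test compound for 180 s.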
Pin1 inh: qHTS Assay to Find Inhibitors of Pin1; Peptidyl-prolyl cis-trans isomerase NIMA-interacting 1 (Homo sapiens), Q13526; Pin1 FP peptide displacement, HiFluor488, 10 min; Potency, µM (highest dose often 115 µM), without a hit: at the top dose activity, negative = inhibition, most hits filed as inhibitors; hit rate 0.009% among 390,000; AID 504891, 2011; active = well fitted inhibition curve with a large enough effect in the polarisation, with a control signal flat, not every such curve was filed as active; inconclusive = small, poorly fitted or top-dose-only effect, or effect the other way, or a change in a side signal; inactive = no such curve, though single readings can be large or run the other way; the % refers to the polarisation; note: potency is the fitted concentration of half-maximal effect; % is set by controls: 0 for no effect and ±100 for the full control effect
Target sequence (Q13526 whole entry, looked up): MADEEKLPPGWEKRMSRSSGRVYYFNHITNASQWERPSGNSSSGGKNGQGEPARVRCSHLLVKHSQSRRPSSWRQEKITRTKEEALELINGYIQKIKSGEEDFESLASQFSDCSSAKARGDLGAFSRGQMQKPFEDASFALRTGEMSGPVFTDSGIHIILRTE
D2 agonist: HTS Assay for Allosteric Agonists of the Human D2 Dopamine Receptor: Primary Screen for Agonists. D(2) dopamine receptor (Homo sapiens), P14416. HEK293 T-REx D2 cells, calcium flux agonist mode. activation, % at 2 µM. hit rate 0.53% among 340,000. AID 485358, 2010;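 active = activation over 3 SD above normal in the single-dose calcium agonist read, cut at about 30% in these data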; note: 0% is about no effect
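Agonism scored from kinetic calcium signal (1 read/sec, 180 s) following compound pin transfer, after a 10 s baseline. Cells: HEK293 Trex line expressing inducible D2 receptor coupled to calcium, dye-loaded after overnight culture at 30 C.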
mIDH1 inhibitor: qHTS for Inhibitors of mutant isocitrate dehydrogenase 1 (IDH1): qHTS; hit rate 0.093% among 390,000; Potency, µM (series often up to 76.6 µM), for inactives: top-dose activity change, negative = inhibition, actives largely listed as inhibitors; IDH1-R132H enzyme, NADPH consumption, diaphorase/resazurin fluorescence; Isocitrate dehydrogenase [NADP] cytoplasmic (Homo sapiens), O75874; note: potency is the fitted concentration of half-maximal effect; % is set by controls: 0 for no effect and ±100 for the full control effect; nearly all actives have a fitted effect of over 65% in size
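IDH1-R132H (0.5 ug/mL) preincubated 30 min with compound, then NADPH (0.016 mM) and alpha-KG (2 mM) added; 80 min at RT, pH 7.5. Remaining NADPH coupled via diaphorase/resazurin to fluorescence (540/590 nm); concentration-response curves normalized to no-enzyme control.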
USP1 inh: Inhibitors of USP1/UAF1: Primary Screen. recombinant USP1/UAF1, Ub-Rhodamine cleavage fluorescence. AID 743255, 2014. Potency, µM (top dose mostly 57.1 µM), for the others: at the top dose activity change, negative = inhibition, usual class: inhibitors. Ubiquitin carboxyl-terminal hydrolase 1 (Homo sapiens), O94782. hit rate 0.23% among 390,000; note: potency is the fitted concentration of half-maximal effect; % is set by controls: 0 for no effect and ±100 for the full control effect; nearly all actives have a fitted effect of over 60% in size; inactives centre near -12
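In this screen, compounds sit with the deubiquitinase complex (1nM) for 15 min at room temperature before Ub-Rho is added at 150nM final. Fluorescence rise is then followed for 6 reads every 60 seconds.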
TrxR1 substrate: qHTS Assay for Substrates of Mammalian Selenoprotein Thioredoxin Reductase 1 (TrxR1): qHTS; Thioredoxin reductase 1, cytoplasmic (Rattus norvegicus), O89049; purified TrxR1 substrate turnover, NADPH consumption readout; Potency, µM (series often up to 114 µM), for the others: top-dose activity change, negative = substrate turnover; hit rate 0.01% among 390,000; AID 588456, 2011; note: potency is the fitted concentration of half-maximal effect; % is set by controls: 0 for no effect and ±100 for the full control effect; nearly all actives have a fitted effect of over 50% in size
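Rat TrxR1, dispensed at 90 nM, was prereduced with 400 uM NADPH (final) for 5 min at ~22 deg C, then incubated with compound 15 min before 400 uM selenite. A first-read NADPH fluorescence drop versus no-compound background flagged substrates.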
TRHR PAM: qHTS for Small Molecule Agonists and Allosteric Enhancers of Human TRH Receptor: Primary Screen for Enhancers | hit rate 0.66% among 360,000 | AID 493056, 2011 | TRHR cells, fluo-8 calcium fluorescence, EC20 TRH enhancement | enhancement, % at 2 µM; in the data active = enhancement above about 30%; note: 0% is about no effect
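TRHR-expressing cells loaded with fluo-8 calcium dye were read kinetically (ex 480/em 530) during compound addition, then stimulated with an EC20 of TRH (10 nM final). Enhancement of the Gq-mediated intracellular calcium response was scored.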
TRHR ag: qHTS for Small Molecule Agonists and Allosteric Enhancers of Human TRH Receptor: Primary Screen for Agonists | activation, % at 2 µM | TRHR cells, calcium flux fluo-8, FDSS agonist mode | Thyrotropin-releasing hormone receptor (Homo sapiens), P34981 | hit rate 0.18% among 360,000; in the data active = activation above about 30%; note: 0% is about no effect
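TRHR-expressing cells loaded with fluo-8 calcium dye; 23 nL library compound pin-transferred, kinetic FDSS fluorescence (Ex 480/Em 530) recorded about 180 s for agonist-induced calcium release, before a 10 nM TRH EC20 addition for potentiator mode.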
* hit, by the source's call; ? = inconclusive; . = not tested or not shown; [ ] = another dose, or the depositor's remark. Unless noted, calls come from the whole dose curve; as a rule, active = well fitted inhibition curve with a large enough effect; inconclusive = small, poorly fitted or top-dose-only effect; inactive = no such curve, though single readings can be large or run the other way.

| molecule | D2 antagonist | TrxR1 substrate | TRHR PAM | Pin1 inh | TRHR ag | D2 agonist | rTrxR1 inhibitor | mIDH1 inhibitor | USP1 inh |
| --- | --- | --- | --- | --- | --- | --- | --- | --- | --- |
| CC1(C)Cc2c(c(N3CCOCC3)nc3sc4c(NCC5CCCO5)nnnc4c23)CS1 (stereo not given) | 6 | 3% | 5 | 3% | -0.4 | -0.1 | 16% | -3% | -23% |
| N#CCSc1nc2c(c(=O)n1Cc1ccccc1)C1(CCCC1)Cc1ccccc1-2 | . | 4% | -1 | 5% | 0.0 | . | 17% | 9% | -25% |
| CCOc1ccc(N2CC(C(=O)NCCCN3CCOCC3)CC2=O)cc1 (stereo not given) | 2 | 0% | -5 | -1% | 0.3 | 0.5 | -10% | 8% | -7% |
| Cc1ccccc1CNc1ccc(C(CC(N)=O)NC(=O)c2ccc(Br)cc2)cc1[N+](=O)[O-] (stereo not given) | 1 | 0% | 2 | ? | -0.1 | -1.6 | 20% | 4% | -19% |
| COc1ccc(/C=N/Nc2nncc3ccccc23)c(OC)c1 | -10 | -9% | -5 | -7% | -0.5 | -0.7 | -16% | 2% | -18% |
| Cc1ccc(-c2nnc(COC(=O)c3ccco3)o2)cc1 | . | 2% | -1 | -5% | -0.8 | . | -16% | 0% | -17% |
| CC1CCCCC12NC(=O)N(Cn1nnc3ccccc3c1=O)C2=O (stereo not given) | . | 9%[57.1 µM] | -2 | 7% | 0.1 | . | 12%[57.1 µM] | 0% | -8% |
| Cc1ccc(C)c2c1[nH]c1ccccc12 | -9 | -3% | 2 | -4% | 0.4 | 0.3 | -11%[57.1 µM] | 3% | -22% |
| OCC[C@H]1C[C@H](O)[C@@H](O)[C@@]2(Cc3ccccc3O2)O1 | 3 | -3% | 0 | 0% | 0.1 | -0.2 | 10% | -9% | -10% |
| CCOC(=O)CCc1c(C)c2ccc(OCc3cc([N+](=O)[O-])ccc3OC)cc2oc1=O | -12 | -10% | 23 | 0% | 0.1 | 1.7 | -8% | 6% | -12% |
| CCN=C1SC(CC(N)=O)C(=O)N1CC (stereo not given) | -6 | -14%[11.4 µM] | -8 | -21% | -0.4 | 0.4 | 49%[activator][11.4 µM] | 9% | -8% |
| CSc1ccc(CN(C)C(=O)CSCC(=O)Nc2cc(C)on2)cc1 | 0 | -4% | 2 | 0% | -0.3 | 0.0 | 5% | -9% | -10% |
| O=C(O)CCCC(=O)NCc1ccccn1 | -6 | 0% | 3 | -5% | 0.6 | 0.3 | -8% | 4% | -11% |
| O=C(CNc1cc(S(=O)(=O)N2CCOCC2)ccc1NCC1CCCO1)Nc1ccc(C(F)(F)F)cc1 (stereo not given) | . | -10% | -5 | -1% | -0.1 | . | 5% | 3% | -10% |
| N#CC1=C(N)OC2=C(C(=O)CCC2)C1c1ccncc1 (stereo not given) | -21 | -8%[57.1 µM] | 5 | -2% | 0.6 | 0.9 | 6%[57.1 µM] | 8% | -16% |
| CCC(=O)N1c2ccccc2CC1C(=O)NCCCN1CCN(c2ccc(OC)cc2)CC1 (stereo not given) | . | -6%[57.1 µM] | 3 | -7% | -0.6 | 0.3 | -2%[57.1 µM] | 7% | -26% |
| Cc1nc2ccc(NC(=O)CS(=O)(=O)c3ccccc3)cc2s1 | -2 | -8% | 23 | -1% | 0.0 | -0.6 | -6% | 5% | -19% |
| Cc1nn(C)c(C(=O)Nc2ccc3c(c2)OCO3)c1[N+](=O)[O-] | -1 | 4% | -1 | -2% | -0.2 | -0.5 | 26% | -1% | -23% |
| CC(=O)c1cccc(NC(=O)C(C)N2CCc3ccccc3C2)c1 (stereo not given) | -11 | 5% | 2 | 2% | -0.5 | -0.5 | 17% | 5% | -19% |
| C#CCn1cc(/C=C2\NC(=O)NC2=O)c2ccccc21 | -13 | -19% | -1 | ? | 1.0 | 0.5 | -22% | -11% | ? |

Complete entries from above.
C#CCn1cc(/C=C2\NC(=O)NC2=O)c2ccccc21 is listed with D2 antagonist: -13; TrxR1 substrate: -19%; TRHR PAM: -1; Pin1 inh: ?; TRHR ag: 1.0; D2 agonist: 0.5; rTrxR1 inhibitor: -22%; mIDH1 inhibitor: -11%; USP1 inh: ?
N#CC1=C(N)OC2=C(C(=O)CCC2)C1c1ccncc1 (stereo not given) is listed with D2 antagonist: -21; TrxR1 substrate: -8%[57.1 µM]; TRHR PAM: 5; Pin1 inh: -2%; TRHR ag: 0.6; D2 agonist: 0.9; rTrxR1 inhibitor: 6%[57.1 µM]; mIDH1 inhibitor: 8%; USP1 inh: -16%

3 compounds out of the list, arranged by molar mass, ascending:
| molecule | D2 antagonist | TrxR1 substrate | TRHR PAM | Pin1 inh | TRHR ag | D2 agonist | rTrxR1 inhibitor | mIDH1 inhibitor | USP1 inh |
| --- | --- | --- | --- | --- | --- | --- | --- | --- | --- |
| O=C(O)CCCC(=O)NCc1ccccn1 | -6 | 0% | 3 | -5% | 0.6 | 0.3 | -8% | 4% | -11% |
| C#CCn1cc(/C=C2\NC(=O)NC2=O)c2ccccc21 | -13 | -19% | -1 | ? | 1.0 | 0.5 | -22% | -11% | ? |
| CC1(C)Cc2c(c(N3CCOCC3)nc3sc4c(NCC5CCCO5)nnnc4c23)CS1 (stereo not given) | 6 | 3% | 5 | 3% | -0.4 | -0.1 | 16% | -3% | -23% |

(more compounds)
| molecule | D2 antagonist | TrxR1 substrate | TRHR PAM | Pin1 inh | TRHR ag | D2 agonist | rTrxR1 inhibitor | mIDH1 inhibitor | USP1 inh |
| --- | --- | --- | --- | --- | --- | --- | --- | --- | --- |
| CC1CC(=O)N(c2ccc(NCCc3ccc(O)cc3)c([N+](=O)[O-])c2)C1=O (stereo not given) | -14 | 6%[57.1 µM] | 3 | 6% | -0.2 | -0.7 | 15%[57.1 µM] | -2% | -18% |
| CN(NC1OC(=O)c2ccccc21)c1ccc(C(F)(F)F)cc1[N+](=O)[O-] (stereo not given) | -1 | 1%[57.1 µM] | -5 | 1% | -0.3 | 0.8 | 6% | 13% | -19% |
| CC1(C)C([N+](=O)[O-])C(c2ccc(F)cc2)NC(c2ccc(F)cc2)C1[N+](=O)[O-] (stereo not given) | -16 | -23%[57.1 µM] | 1 | -1% | 0.0 | -0.3 | 13%[57.1 µM] | 3% | -22% |
| CCOc1cc(C(=O)Nc2ccc(C)cc2C)ccc1OCC(=O)N1CCCCC1 | 7 | 3%[57.1 µM] | 0 | -7% | 0.7 | -0.4 | 6%[57.1 µM] | 5% | -7% |
| CC1CCCCC1NC(=O)COC(=O)/C=C/c1ccco1 (stereo not given) | -12 | -10% | 9 | -1% | 0.2 | -0.4 | -21% | -8% | -11% |
| CCCCCOc1ccc(C(=O)NCCC(=O)NCCCC(=O)OCC)cc1 | -3 | 7%[57.1 µM] | -4 | -9% | -0.2 | -1.4 | -7%[57.1 µM] | 19% | 13% |
| CC(C)(C)C(=O)Nc1ccc(C(=O)CSc2nnc(C3CC3)n2C2CC2)cc1 | -7 | 6% | -4 | 5% | 0.1 | -0.4 | 7% | 10% | -4% |
| CCC(NC(=O)c1ccc([N+](=O)[O-])cc1[N+](=O)[O-])c1ccccc1 (stereo not given) | -2 | -5% | -14 | 2% | -0.1 | 0.6 | -8% | -3% | 3% |
| CC1Cc2ccccc2N1C(=O)CSc1nnc(C2CC2)n1C (stereo not given) | -5 | 6%[57.1 µM] | -9 | 0% | 3.5 | 1.4 | 19%[57.1 µM] | 3% | -14% |
| Cc1ccc(S(=O)(=O)Cn2cnnn2)cc1 | . | 9% | 3 | 0% | 0.3 | . | 11% | 0% | -11% |
| COc1ccc2cc(OCC(=O)NNC(=O)Nc3ccc(C(C)=O)cc3)ccc2c1 | . | 0% | 1 | 22% | 0.6 | . | 12% | 0% | -25% |
| CC(C)[C@H](NC(N)=O)C(=O)NNC(=O)COc1cccc(C(F)(F)F)c1 | 12 | 2% | -1 | -2% | 0.6 | -0.7 | 26% | 4% | -5% |
| COc1cc2c(cc1OC)C(C(=O)NCCN(C)C)C(c1cccs1)N(C)C2=O (stereo not given) | -3 | 8% | -2 | -3% | 0.1 | -0.4 | 39%[activator] | -7% | -2% |
| CCOc1ccc(N2CC(C(=O)NCc3ccc(C)n3C)CC2=O)cc1 (stereo not given) | 13 | 3%[57.1 µM] | -4 | 3% | -0.1 | 0.2 | 12%[57.1 µM] | -6% | -19% |
| CCOc1cc(C2Nc3ccccc3NC3=C2C(=O)CC(C)(C)C3)ccc1O (stereo not given) | -2 | -11% | -5 | ? | 0.4 | 1.3 | -33% | -2% | -11% |
| CCC(=O)N(C)CCc1cc2c(c(OC)c1/C=N/Nc1ccc(C(=O)O)cc1)OCO2 | 7 | -7% | 4 | -3% | -0.2 | 0.0 | 2% | 7% | -19% |
| CC(NC(=O)c1ccccc1F)c1nnc(SCc2nc3ccccc3c(=O)[nH]2)n1C (stereo not given) | 8 | -6% | 2 | -4% | -1.2 | -1.7 | -12% | -13% | -17% |
| N#C/C(=C\c1ccccc1C(=O)O)c1nc2ccccc2[nH]1 | -4 | -23%[57.1 µM] | 1 | ? | 0.4 | 0.4 | 0%[57.1 µM] | 10% | -19% |

These rows are one share of the data; rates above refer to the full screens.
